Screening data from PubChem.
ALOX12 inh: blocks human arachidonate 12S-lipoxygenase. P18054. purified 12hLO, xylenol orange hydroperoxide absorbance. Potency, µM (top dose mostly 108 µM), without a hit: top-dose activity change, negative = inhibition, usual class: inhibitors. 580,000 compounds, 1.1% hits; further: potency means the concentration at half of the fitted maximal effect; on the % scale 0 is the no-effect control and ±100 the full control effect
Target sequence (P18054 whole entry, looked up): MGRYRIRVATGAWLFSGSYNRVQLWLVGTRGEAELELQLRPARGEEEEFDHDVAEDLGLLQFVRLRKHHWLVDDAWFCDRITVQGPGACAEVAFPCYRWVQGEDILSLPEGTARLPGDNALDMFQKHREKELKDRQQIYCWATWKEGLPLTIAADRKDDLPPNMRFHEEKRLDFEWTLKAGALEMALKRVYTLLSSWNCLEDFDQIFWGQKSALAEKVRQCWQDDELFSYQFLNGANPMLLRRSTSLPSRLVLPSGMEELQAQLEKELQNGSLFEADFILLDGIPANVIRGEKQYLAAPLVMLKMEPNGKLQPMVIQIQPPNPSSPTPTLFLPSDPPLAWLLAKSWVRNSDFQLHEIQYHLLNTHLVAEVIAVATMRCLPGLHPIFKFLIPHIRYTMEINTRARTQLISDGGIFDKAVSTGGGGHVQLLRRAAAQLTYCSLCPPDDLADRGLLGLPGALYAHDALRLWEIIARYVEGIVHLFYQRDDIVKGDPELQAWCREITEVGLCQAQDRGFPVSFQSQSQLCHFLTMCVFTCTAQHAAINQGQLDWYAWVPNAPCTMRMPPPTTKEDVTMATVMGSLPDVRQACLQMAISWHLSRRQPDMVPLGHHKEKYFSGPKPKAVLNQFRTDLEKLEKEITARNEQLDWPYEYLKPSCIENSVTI
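Purified human 12hLO at 150 nM in 25 mM Hepes, 0.01% Triton X-100, pH 7.0, preincubated 15 min at room temperature with compound. Reaction started with 40 uM arachidonic acid, 30 min at room temperature. Hydroperoxide measured by Fe-xylenol orange, 573/405 nm absorbance ratio.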
PI4K2A block: PI4K2A (human) kinase inhibition; AID 1346378; purified PI4K2A, ADP-Glo luminescence, 1 h; active compounds read low; Q9BTU6; 420,000 compounds, 0.13% hits; activity change, negative = inhibition, % at 76.9 µM; in the data active means activity change below about -50%; inconclusive means mostly about -30% to -49%;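 further: -100% = wells without enzyme as full effect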
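Compounds are screened against recombinant PI4K2A using PI as substrate and ATP, the latter dispensed at 300 microM. Reactions run one hour at ambient temperature before ADP-Glo detection; full inhibition defined by wells lacking enzyme.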
G9a block: G9a (human) methyltransferase inhibition | Q96KQ7 | G9a H3K9 monomethylation, AlphaScreen, 2 h | Potency, µM (highest dose often 102 µM), for the others: at the top dose activity, negative = inhibition, usual class: inhibitors | 350,000 compounds, 8.8% hits | AID 504332; further: potency means the concentration at half of the fitted maximal effect; on the % scale 0 is the no-effect control and ±100 the full control effect; nearly all actives have a fitted effect of over 75% in size
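Using a bead-based AlphaScreen, monomethylated H3K9 product from 2 h room-temperature reactions (G9a 20 nM, peptide 500 nM, SAM 20 uM) was detected with 0.5 ug/mL rabbit anti-H3K9me1 antibody.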
JMJD2A Tudor: inhibitors of human JMJD2A Tudor domain; 390,000 compounds, 4.4% hits; Potency, µM (titrated, usually from 114 µM), inactives show at the top dose activity change, negative = inhibition, actives largely listed as inhibitors; O75164; AID 504339; AlphaScreen JMJD2A-Tudor / H3K4me3 peptide binding; further: potency means the concentration at half of the fitted maximal effect; on the % scale 0 is the no-effect control and ±100 the full control effect; nearly all actives have a fitted effect of over 50% in size
RGS4 inh: inhibitors of human regulator of G protein signaling 4; P49798; Transcreener GDP fluorescence polarization, RGS4-accelerated GTP hydrolysis; Potency, µM (top dose mostly 114 µM), for the others: at the highest dose activity change, negative = inhibition, usual class: inhibitors; 390,000 compounds, 0.039% hits; AID 504845; further: potency means the concentration at half of the fitted maximal effect; on the % scale 0 is the no-effect control and ±100 the full control effect; nearly all actives have a fitted effect of over 75% in size; some results filed as inactive show a strong effect at the top dose
Target sequence (P49798 whole entry, looked up): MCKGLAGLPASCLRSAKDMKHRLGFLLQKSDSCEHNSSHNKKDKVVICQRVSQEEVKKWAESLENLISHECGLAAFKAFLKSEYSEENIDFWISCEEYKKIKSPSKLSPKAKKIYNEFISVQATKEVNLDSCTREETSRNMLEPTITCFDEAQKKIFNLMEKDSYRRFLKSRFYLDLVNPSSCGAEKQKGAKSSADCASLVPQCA
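MLSMR compounds (23 nl, pin-transferred) preincubated 10 min at room temperature with a 500nM (2x) first reagent, then RGS4 at 900nM (2x) plus Transcreener GDP mix added; fluorescence polarization (620/688 nm) read before and after 90 min at 30 °C.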
HP1b binding inh: HP1-beta chromodomain-methylated histone interaction inhibition | P83916 | AlphaScreen HP1-beta / biotin-H3K9me3 peptide binding | Potency, µM (top dose mostly 114 µM), inactives show top-dose activity change, negative = inhibition, hits mostly inhibitors | 390,000 compounds, 0.56% hits | AID 540317; further: potency means the concentration at half of the fitted maximal effect; nearly all actives have a fitted effect of over 70% in size; inactives centre near 23
Target sequence (P83916 whole entry, looked up): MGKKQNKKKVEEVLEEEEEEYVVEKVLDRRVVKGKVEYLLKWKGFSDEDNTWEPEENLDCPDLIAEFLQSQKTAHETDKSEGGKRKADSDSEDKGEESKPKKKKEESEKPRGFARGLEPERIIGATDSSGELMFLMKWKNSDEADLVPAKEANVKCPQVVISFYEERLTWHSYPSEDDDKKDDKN
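HP1-beta protein (50 nM final) preincubated 30 min at room temperature with biotinylated H3(1-18)K9me3 peptide (50 nM) in PBS pH 7.4, 0.01% Tween-20, then compound added for 30 min. AlphaScreen streptavidin donor/nickel chelate acceptor beads (10 ug/mL final), 30 min dark, luminescence read.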
GLS inhibitor: inhibitors of human glutaminase (GLS); O94925; GLS enzymatic activity, qHTS titration; Potency, µM (doses to about 45.5 µM), for the others: at the top dose activity change, negative = inhibition, hits mostly inhibitors; 410,000 compounds, 0.21% hits; AID 624170; further: potency means the concentration at half of the fitted maximal effect; on the % scale 0 is the no-effect control and ±100 the full control effect
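hKGA; 45 mM KH2PO4 pH 8.2 + 0.02% Tween-20; cpd via pin tool; 1 mM Gln soln; GluOx/HRP/Amplex Red; RT 30 min; fluor. t0 & final.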
BAZ2B inh: blocks human BAZ2B | Potency, µM (top dose mostly 114 µM), without a hit: top-dose activity change, negative = inhibition, most hits filed as inhibitors | 360,000 compounds, 4.4% hits | AID 504333 | AlphaScreen BAZ2B-H3K14Ac peptide displacement; further: potency means the concentration at half of the fitted maximal effect; on the % scale 0 is the no-effect control and ±100 the full control effect; nearly all actives have a fitted effect of over 60% in size
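Protein-peptide AlphaScreen: BAZ2B 50 nM, b-H3K14Ac 50 nM, 1x PBS pH 7.4 + 0.01% Tween-20. Preincubation 30 min RT; cpd 30 min RT (top 110 uM); beads 20 min RT, light-protected.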
ERG Ets-DNA blk: inhibitors of human ERG Ets domain-DNA interaction | P11308 | AID 624246 | 370,000 compounds, 0.028% hits | fluorescence polarization, His-ERG Ets domain / labelled DNA | Potency, µM (doses to about 76.9 µM), inactives show top-dose FP activity, negative = inhibition, usual class: inhibitors; active means well fitted inhibition curve with a large enough effect in the polarisation, with a control signal flat; inconclusive means small, poorly fitted or top-dose-only effect, or effect the other way, or a change in a side signal; inactive means no such curve, though single readings can be large or run the other way; the % refers to the polarisation;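 further: polarization taken with two DNA probes labelled with fluorescein and Texas red; potency means the concentration at half of the fitted maximal effect; % of control where 0% means no effect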
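His-tagged ERG Ets domain (1 uM in the protein solution; 300mM KCl, 50mM Tris-HCl, 1mM EDTA, 1mM DTT, pH 7.5) received compound, then a probe mix of 5 nM fluorescein-DNA and 100nM Texas-615-DNA. Fluorescence polarization was read for both dyes.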
The depositor's hits bear a star; i = inactive; u = inconclusive; x = no result given; & = joins results of further samples; [ ] = remark or other dose. Unless noted, the call rests on the fitted dose curve; in most records, active means well fitted curve in the direction sought with a large enough effect; inconclusive means small, poorly fitted or top-dose-only effect, or another doubt; inactive means no such curve, though single readings can be large; an effect the other way counts as inactive or inconclusive.

cpd	ALOX12 inh	PI4K2A block	G9a block	JMJD2A Tudor	RGS4 inh	HP1b binding inh	GLS inhibitor	BAZ2B inh	ERG Ets-DNA blk	Molecule
1	0%	2	87%[activator]	29%	-25%	43%	-5%	4%	-5%	c1ccc(CN(Cc2ccccc2)c2ncnc3c2nnn3Cc2ccccc2)cc1
2	0%	-1	5%	-19%	2%	-4%	5%	-35%	0%	Cc1[nH]nc2c1C(c1c[nH]c3ccccc13)C(C#N)=C(N)O2 (configuration not stated)
3	5%	1	18%[59 µM]	-6%	23%	19%	17%	4%	3%	O=C(OC[C@@H]1CCCN2CCCC[C@H]12)c1cc2ccccc2oc1=O
4	-9%	-3	-30%[59 µM]	18%	-21%	25%	x	-4%	2%	CC1(C)CC(=O)c2c(-c3cccs3)n[nH]c2C1
5	-21%	1	u	0%	8%[11.4 µM]	63%[activator]	-3%	-6%	3%	COc1ccc(NC(=O)c2sc3nc(N4CCOCC4)c4c(c3c2N)CC(C)(C)OC4)c(OC)c1
6	6%	-1	45µM*	u	10%	-20%	-4%	-35%	13%	O=C(c1ccc([N+](=O)[O-])o1)N1CCN(c2nc3c(F)cc(F)cc3s2)CC1
7	450%[activator]	3	x	-19%	12%	18%	1%	u	6%	CCOC(=O)c1c(C)[nH]c(C(=O)OCc2ccc([N+](=O)[O-])cc2)c1C
8	4%	-5	22%	-12%	8%	7%	3%	-1%	2%	CCOc1ncccc1C(=O)N1CCN(c2cccc(C)c2C)CC1
9	u	6	25%	3%	3%	66%[activator]	-13%	3%	13%	CCCCc1ccc(NC(=S)NCCc2ccc(F)cc2)cc1
10	0%	3	8%	-14%	1%	12%	-2%	-21%	-1%	O=C(NCCNC(=O)c1ccc(-c2ccc(Cl)c(Cl)c2)o1)c1cnccn1
11	u	-4	6%[59 µM]	u	1%	7%	-4%	3%	8%	COc1ccc(S(=O)(=O)NC(CC(=O)NCc2ccco2)C(C)C)cc1 (configuration not stated)
12	-25%	-4	-33%[59 µM]	-27%	4%	-10%	-16%	-21%	3%	COc1ccc(CCNC(=O)c2ccc(-n3c(C)cc4c3CCC(C)C4)cc2)cc1OC (configuration not stated)
13	407%[activator]	8	28%[59 µM]	-11%	-11%	30%	0%	-4%	3%	Cc1ccc(NS(=O)(=O)c2cc(C(=O)N3CCN(C)CC3)ccc2C)cc1
14	0%	7	3%[12.7 µM]	-6%	28%	10%	-16%	8%	3%	CCOC(=O)C1CCN(C(=O)CNS(=O)(=O)c2cccs2)CC1
15	-3%	0	24%[12.7 µM]	17%	-27%	27%	1%	0%	-1%	CC1(CCC#N)N=C(SCCC#N)N(c2ccccc2)C1=O (configuration not stated)
16	u	3	3.5µM*	-32%	-26%	3%	-25%	-13%	0%	S=c1[nH]c2cc3c(cc2[nH]1)OCCO3
17	8%	2	u	0%	18%	24%	7%	-3%	27%	Cc1c(C)c2cc3c(C)coc3cc2oc1=O
18	-23%	-2	9%[59 µM]	-4%	-6%	33%	0%	2%	0%	CCC(Cc1ccccc1)NC(=O)Cn1ncc2c3ccccc3n(Cc3ccc(F)cc3)c2c1=O (configuration not stated)
19	2%	1	2%[59 µM]	-15%	18%	26%	0%	5%	-5%	Clc1cc2c(c(Cn3cnc4ccccc43)c1)OCOC2
20	1%	-2	-3%	10%	-14%	18%	4%	7%	-2%	Cc1cc(C)n(CC(=O)N/N=C/c2ccc3c(c2)OCO3)n1
21	7%	-1	-12%[59 µM]	-16%	5%	45%[activator]	1%	0%	6%	COc1ccc(CN2CCCCC2C(=O)Nc2ccc(OC)c(OCC(C)C)c2)cc1OC (configuration not stated)
22	10%	-1	5%	-21%	-32%	10%	-2%	3%	4%	CCOc1ccc(CCNC(=O)CCc2nnc3ccc(N4CCCCC4)nn23)cc1OCC
23	-9%	-11	-45%	u	-32%[56.9 µM]	-16%	8%	u	-5%	CCOC(=O)c1c(C)n(C)c2cc([N+](=O)[O-])c(O)c([N+](=O)[O-])c12
24	0%	-4	-3%	-10%	-19%	23%	-12%	-3%	4%	COC(=O)C1C(c2ccc(OC)cc2)NC(=O)NC1(O)C(F)(F)Cl (configuration not stated)
25	0%	-6	15%[59 µM]	-22%	-11%	111%[activator]	4%	5%	3%	Cc1nn(-c2ccc(N3CCCCC3)nn2)c(C)c1CCC(=O)Nc1ccc(F)cc1F
26	0%	3	u	1%	17%	27%	u	u	5%	O=C(NCC(=O)N(Cc1cccs1)C(C(=O)NC1CCCC1)c1ccncc1)c1ccco1 (configuration not stated)
27	u	3	40µM*	2%	-26%	43%[activator]	5%	-33%	7%	CCCCOC(=O)C(C)c1c(C)[nH]c(=S)[nH]c1=O (configuration not stated)
28	-29%	1	0%[12.7 µM]	-9%	16%	38%	-5%	-9%	-2%	COc1cccc(CNS(=O)(=O)c2ccc(N3CCCCS3(=O)=O)cc2)c1
29	-22%	4	-13%	1%	-15%	24%	4%	-1%	-2%	O=C1CN(C(=O)CNC(=O)c2ccc(Cl)cc2Cl)CCN1
30	-3%	4	x	7%	1%	28%	-7%	x	1%	CCC1(C)COC(c2ccc(OC)c(OC)c2)OC1 (configuration not stated)
31	-29%&-15%	-2	0%[59 µM]	-11%	-17%	48%[activator]	0%	9%	-2%	Cc1ccc(Sc2nc3c(c(=O)[nH]c(=O)n3C)n2CCc2ccccc2)cc1
32	-2%	21	-23%	-16%	-7%	3%	4%	8%	-16%	O=C(NCc1ccccc1)c1cccc(NC(=O)c2ccco2)c1
33	-18%	0	x	-2%	-3%	43%[activator]	-1%	-4%	-3%	NS(=O)(=O)c1ccc(Nc2ccc3cc(S(=O)(=O)N4CCCCC4)ccc3n2)cc1
34	-6%	-3	2.5µM*	13µM*	3%	u	16%	8.9µM*	-2%	COc1ccc(N2CCN(c3oc(-c4ccccc4OC)nc3C#N)CC2)cc1
35	-15%	3	-18%[2.33 µM]	-28%	-9%	28%	2%	2%	3%	CCCNC(=O)c1ccc(N2CCC3(CC2)CC(c2cccc(Br)c2)=NO3)c(NC(=O)c2ccc(Br)cc2)c1
36	-10%	-2	79µM*	-12%	-22%	33%	-3%	5%[57.1 µM]	7%	Cc1cc(C)cc(C(=O)NC(CC(N)=O)c2ccc(NCC3CC3)c([N+](=O)[O-])c2)c1 (configuration not stated)
37	-12%	3	u	-18%	8%	22%	1%	u	5%	O=C(Nc1ncccc1O)c1cccc(S(=O)(=O)NCc2ccccc2)c1
38	-4%	-4	-10%	-2%	5%	50%[activator]	2%	-7%	0%	CCOc1ccc(C(=O)NC2CC(C)(C)NC(C)(C)C2)cc1
39	8%	6	x	-31%	-17%	-2%	12%	x	-12%	Cc1ccc(-c2noc(CC(=O)c3ccc([N+](=O)[O-])cc3)n2)cc1
40	-4%	3	-23%[59 µM]	-24%	16%	19%	3%	6%	-2%	CCOCCCNC(=O)C(C)NS(=O)(=O)c1ccc(C)cc1 (configuration not stated)

Reprinted at random: 2 entries already listed
cpd	ALOX12 inh	PI4K2A block	G9a block	JMJD2A Tudor	RGS4 inh	HP1b binding inh	GLS inhibitor	BAZ2B inh	ERG Ets-DNA blk	Molecule
25	0%	-6	15%[59 µM]	-22%	-11%	111%[activator]	4%	5%	3%	Cc1nn(-c2ccc(N3CCCCC3)nn2)c(C)c1CCC(=O)Nc1ccc(F)cc1F
19	2%	1	2%[59 µM]	-15%	18%	26%	0%	5%	-5%	Clc1cc2c(c(Cn3cnc4ccccc43)c1)OCOC2

(continued)
cpd	ALOX12 inh	PI4K2A block	G9a block	JMJD2A Tudor	RGS4 inh	HP1b binding inh	GLS inhibitor	BAZ2B inh	ERG Ets-DNA blk	Molecule
41	-13%	3	-1%[59 µM]	-21%	-13%	6%	0%	-33%	0%	COCCn1c(-c2cccc([N+](=O)[O-])c2)nc2c1c(=O)[nH]c(=O)n2Cc1ccccc1
42	-5%&-14%	0&6	56%[activator]	2%&-22%	-3%&13%	14%&-2%	3%&-13%	3%&1%	5%&-1%	CCOc1ccccc1C(=O)N(Cc1sccc1C)C1CCS(=O)(=O)C1 (configuration not stated)
43	0%	-1	22%	-3%	-3%	21%	9%	4%	-2%	CCOc1ccccc1C(=O)N1CCC(n2nnc3cc(C)ccc32)CC1
44	2%	4	-36%	-14%	20%	47%[activator]	4%	-16%	-21%	Cc1ccc(C(=O)c2ccccc2C(=O)OCC(=O)NC(C)(C)C)cc1
45	-4%	0	24%[59 µM]	-13%	3%	14%	21%	4%	-9%	Cc1ccc(OCC(=O)N2N=C(c3cccnc3)CC2(O)C(F)(F)F)cc1C (configuration not stated)
46	i	-3	x	79µM*	u	-16%	-14%	-10%	12%	CC(/C=C1\SC(=Nc2cccnc2)NC1=O)=C\c1ccccc1
47	-12%	-1	-4%[59 µM]	-15%	30%	42%[activator]	-10%	u	4%	CCCn1c(=O)c2sccc2n2c(CCCC(=O)N3CCN(c4cccc(C)c4C)CC3)nnc12

Some of the compounds tested; the hit share may differ from the screen's.
